Screens (PubChem)
PRC2 inh – EZH2 (human) methyltransferase inhibition | Q15910 | PRC2 H3K27 methylation, DELFIA TRF, 1 h | inhibition, % at 12.5 µM | actives 0.35% (n = 57,000);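 active = mean inhibition of replicates at least 50% and every single replicate also reaching 50%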;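 note: dimethyl H3K27 on biotinylated H3 21-44 peptide detected by antibody; plate controls were median neutral control wells for no effect and median positive control wells for full effect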
Target sequence (Q15910 whole entry, looked up): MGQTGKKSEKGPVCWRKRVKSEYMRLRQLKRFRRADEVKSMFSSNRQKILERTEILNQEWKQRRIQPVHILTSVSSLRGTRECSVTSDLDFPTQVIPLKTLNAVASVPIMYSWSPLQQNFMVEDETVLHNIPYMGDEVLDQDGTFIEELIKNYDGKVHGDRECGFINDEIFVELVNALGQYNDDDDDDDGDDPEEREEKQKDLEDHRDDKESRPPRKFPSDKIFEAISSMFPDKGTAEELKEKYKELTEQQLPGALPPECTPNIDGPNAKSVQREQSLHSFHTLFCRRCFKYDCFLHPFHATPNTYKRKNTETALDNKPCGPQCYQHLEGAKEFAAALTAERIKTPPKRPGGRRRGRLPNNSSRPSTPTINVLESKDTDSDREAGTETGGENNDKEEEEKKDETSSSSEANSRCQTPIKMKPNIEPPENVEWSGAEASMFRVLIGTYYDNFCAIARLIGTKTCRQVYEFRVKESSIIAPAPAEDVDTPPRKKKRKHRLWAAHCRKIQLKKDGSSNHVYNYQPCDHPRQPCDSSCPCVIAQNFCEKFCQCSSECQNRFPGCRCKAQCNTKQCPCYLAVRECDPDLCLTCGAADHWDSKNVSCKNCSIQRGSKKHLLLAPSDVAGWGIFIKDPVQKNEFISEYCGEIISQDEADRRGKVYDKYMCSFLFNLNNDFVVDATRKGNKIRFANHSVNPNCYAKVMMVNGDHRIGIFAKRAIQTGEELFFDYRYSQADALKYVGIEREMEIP
IDH1 R132H inh – inhibitors of human IDH1 R132H; inhibition, % at 10 µM; IDH1 R132H reductase, diaphorase/resazurin fluorescence, 60 min; actives 0.18% (n = 70,000); AID 624101; in the data active = inhibition above about 34%;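 note: 0% = DMSO and 100% = no enzyme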
* = called active by the depositor; . = no result given.

SMILES	PRC2 inh	IDH1 R132H inh
COc1ccc(C#Cc2ccc3c(c2)O[C@H](CN(C)C)[C@@H](C)CN([C@H](C)CO)S3(=O)=O)cc1	9.9	-2.4
O=C(N[C@H]1CC[C@H](CCNC(=O)c2cnccn2)O[C@@H]1CO)c1ccc2c(c1)OCO2	2.9	0.0
CCS(=O)(=O)N[C@@H]1C=C[C@H](CC(=O)N2CCCCC2)O[C@H]1CO	3.0	0.0
CN(Cc1nc(-c2ccccc2)no1)S(=O)(=O)c1ccc(Br)cc1	49.1	-0.6
C[C@H](CO)N1C[C@H](C)[C@H](CN(C)Cc2ccncc2)Oc2c(NC(=O)Nc3ccc4c(c3)OCO4)cccc2C1=O	-2.5	16.1
C[C@@H]1CCCCO[C@@H](CN(C)S(=O)(=O)c2cn(C)cn2)[C@H](C)CN([C@H](C)CO)C(=O)c2cc(NS(=O)(=O)c3ccccc3)ccc2O1	.	-10.7
C[C@H]1CN([C@@H](C)CO)C(=O)c2cc(C#CC(C)(C)O)cnc2O[C@H]1CN(C)C(=O)CC1CC1	7.6	3.9
O=C(NCC[C@H]1CC[C@@H](NC(=O)c2cccnc2)[C@@H](CO)O1)Nc1ccc(C(F)(F)F)cc1	-1.0	-0.2
CCN1C(=O)C=CC1=O	-4.7	0.5
CC(C)NC(=O)N(C)C[C@H]1Oc2ccc(NC(=O)Nc3ccc(C(F)(F)F)cc3)cc2C(=O)N([C@@H](C)CO)C[C@H]1C	-19.3	-1.1
CC(C)OC(=O)N(C)C[C@H]1OCc2ccccc2-c2ccccc2C(=O)N([C@H](C)CO)C[C@H]1C	1.9	-1.7
O=C(N[C@@H]1CC[C@H](CC(=O)N2CCc3ccccc3C2)O[C@H]1CO)C1CCOCC1	10.7	-0.1
C[C@@H]1CN([C@@H](C)CO)C(=O)c2cc(-c3ccncc3)cnc2O[C@@H]1CN(C)C(=O)CN1CCOCC1	3.8	0.0
COC(=O)CSc1nc(C)cc(C)n1	.	-0.4
Cc1ccc(S(=O)(=O)N(C)C[C@H]2Oc3c(NC(=O)Nc4ccc(F)cc4)cccc3C(=O)N([C@H](C)CO)C[C@H]2C)cc1	-21.1	.
C[C@H](CO)N1C[C@H](C)[C@H](CN(C)Cc2ccncc2)OCc2ccccc2-c2ccccc2C1=O	-2.9	-0.7
COc1c(C)cccc1C(=O)N1CCN(c2ccc([N+](=O)[O-])c(NCc3ccco3)c2)CC1	3.8	-0.1
Cc1ccc(NC(=O)C2Cc3ccccc3CN2S(=O)(=O)c2ccc(C)cc2)cc1 (stereo not given)	16.5	-0.6
CNC[C@@H]1Oc2ccc(NC(=O)c3ccncc3)cc2C(=O)N([C@H](C)CO)C[C@@H]1C	6.3	1.4
Cc1ccc(C)c(S(=O)(=O)NC(Cc2c[nH]c3ccccc23)C(=O)O)c1 (stereo not given)	-8.4	0.1
CNC[C@@H]1Oc2ccc(NC(=O)C3CC3)cc2C(=O)N([C@H](C)CO)C[C@@H]1C	13.1	5.3
COc1ccc(CN(C)C[C@H]2Oc3ccc(NC(=O)Cc4ccccc4)cc3CC(=O)N([C@@H](C)CO)C[C@H]2C)cc1	-9.5	-2.6
COc1ccc(OCC(=O)Nc2cccc(-c3cnc4ccccc4n3)c2)cc1	16.1	0.0
O=C(C[C@@H]1C=C[C@H](NC(=O)Nc2ccccc2)[C@@H](CO)O1)NCc1cccc(F)c1	2.7	0.2

Some of the entries above, reformatted:
> CNC[C@@H]1Oc2ccc(NC(=O)c3ccncc3)cc2C(=O)N([C@H](C)CO)C[C@@H]1C
  PRC2 inh: 6.3
  IDH1 R132H inh: 1.4

> Cc1ccc(C)c(S(=O)(=O)NC(Cc2c[nH]c3ccccc23)C(=O)O)c1 (stereo not given)
  PRC2 inh: -8.4
  IDH1 R132H inh: 0.1

(continued)
SMILES	PRC2 inh	IDH1 R132H inh
COCCNC(=O)C[C@@H]1C=C[C@H](NS(=O)(=O)c2ccc(C)cc2)[C@@H](CO)O1	13.5	-0.2
Cc1noc(C)c1S(=O)(=O)Nc1ccc2c(c1)C(=O)N([C@@H](C)CO)C[C@@H](C)[C@H](CN(C)S(=O)(=O)c1ccc(Cl)cc1)O2	.	0.9
CC(=O)N(C)C[C@@H]1Oc2cc(-c3cncnc3)ccc2S(=O)(=O)N([C@H](C)CO)C[C@H]1C	14.1	0.9
CNC[C@H]1OCCCC[C@H](C)Oc2ccc(NC(=O)C3CCCCC3)cc2C(=O)N([C@H](C)CO)C[C@@H]1C	-1.6	1.9
C/C=C/c1ccc2c(c1)O[C@@H](CN(C)C(=O)C1CCCCC1)[C@H](C)CN([C@H](C)CO)S2(=O)=O	-5.0	0.2
Cc1ccccc1OCC(=O)Nc1cccc(-c2nc3ccccc3s2)c1	40.3	0.5
Cc1ccc(S(=O)(=O)NCC[C@@H]2CC[C@H](NC(=O)CC3CC3)[C@H](CO)O2)cc1	-0.5	0.0
CCCC(=O)Nc1ccc2c(c1)OC[C@@H](C)N(Cc1ccccc1)C[C@H](C)[C@H](OC)CN(C)C2=O	-16.2	-0.3
C[C@H]1CN([C@@H](C)CO)C(=O)c2cccc(NC(=O)C3CCOCC3)c2O[C@H]1CN(C)Cc1ccc(C(=O)O)cc1	2.0	-0.8
C[C@@H]1CN([C@H](C)CO)C(=O)c2cccc(NC(=O)c3cnccn3)c2O[C@H]1CN(C)Cc1ccc(C(=O)Nc2ccccc2N)cc1	3.0	.
O=C(C[C@H]1C[C@H]2c3cc(NC(=O)Nc4ccccc4)ccc3O[C@H]2[C@H](CO)O1)NCc1ccncc1	-3.1	0.0
Cc1cc(C)n(-c2nc3cc(Cl)c(Cl)cc3n3c(C)nnc23)n1	-2.1	-0.1
C[C@@H]1CN([C@H](C)CO)C(=O)c2cc(C#CC3CC3)cnc2O[C@H]1CN(C)S(C)(=O)=O	0.3	.
COC(=O)c1ccccc1NC(=O)C(C)N(c1ccc(Cl)cc1)S(C)(=O)=O (stereo not given)	-9.3	0.1
O=C(CSc1nnc(-c2ccccc2)c(-c2ccccc2)n1)C1CC1	14.1	0.1
COc1ccc(NC(=O)Nc2ccc3c(c2)C(=O)N([C@H](C)CO)C[C@@H](C)[C@H](CN(C)C)O3)cc1	-4.9	.
COc1ccc(CNc2nc3nc(-c4ccccc4)cc(=O)n3[nH]2)cc1OC	18.4	-0.1
O=C(C[C@H]1C[C@H]2c3cc(NS(=O)(=O)c4ccc(F)cc4)ccc3O[C@H]2[C@@H](CO)O1)NCc1cccc(F)c1	2.0	-1.2
C[C@H]1CCCCO[C@H](CN(C)S(=O)(=O)c2ccc(F)cc2)[C@@H](C)CN([C@@H](C)CO)C(=O)c2cc(NS(=O)(=O)c3ccc(F)cc3)ccc2O1	.	-0.7
C[C@H]1CN([C@@H](C)CO)S(=O)(=O)c2ccc(C#Cc3ccncc3)cc2O[C@@H]1CN(C)C(=O)C1CC1	11.2	.
COc1cccc(S(=O)(=O)Nc2ccc3c(c2)C(=O)N(C)C[C@@H](OC)[C@H](C)CN[C@@H](C)CO3)c1	6.9	0.2
C/C=C/c1ccc2c(c1)O[C@H](CN(C)C(=O)CC1CC1)[C@@H](C)CN([C@H](C)CO)S2(=O)=O	2.6	-0.2
Cc1ccc(S(=O)(=O)Nc2ccc3c(c2)CC(=O)N([C@H](C)CO)C[C@@H](C)[C@H](CN(C)S(=O)(=O)c2cn(C)cn2)O3)cc1	.	-0.6
COc1cccc(OCC(=O)Nc2cccc(-c3nnc(-c4ccccc4)o3)c2)c1	16.9	0.1
CCCN(CC1CC1)c1nc(C)nc(Nc2c(Cl)cc(Cl)cc2Cl)c1Cl	32.5	-1.0
C[C@H]1CN([C@@H](C)CO)S(=O)(=O)c2ccc(-c3cccnc3)cc2O[C@H]1CN(C)C(=O)c1cccc(F)c1	-0.5	-0.1
COc1cccc(S(=O)(=O)N(C)C[C@@H]2OCc3ccccc3-c3c(n(C)c4ccccc34)C(=O)N([C@H](C)CO)C[C@@H]2C)c1	-26.5	.
Cc1cc(C(=O)Nc2cccc3c2O[C@H](CN(C)Cc2ccc(C(F)(F)F)cc2)[C@H](C)CN([C@@H](C)CO)C3=O)n(C)n1	0.8	-1.4
Cc1ccc2nc(NCCCO)[nH]c2c1	.	6.9
CCc1cc2c(=O)n(CC(=O)Nc3cc(OC)ccc3OC)cnc2s1	0.7	-0.1
CO[C@@H]1CN(C)C(=O)c2ccc(NC(C)=O)cc2OC[C@@H](C)N(Cc2ccc(-c3ccccn3)cc2)C[C@H]1C	2.7	-0.4
CCN(CC(=O)Nc1ccc2c(c1)OCCO2)S(=O)(=O)c1ccc(C)cc1	2.5	-0.1
COc1ccc2nc(SCC(=O)NC3CCCCCC3)[nH]c2c1	-3.3	-0.4
COCC(=O)N(C)C[C@@H]1Oc2ncc(-c3ccccc3F)cc2C(=O)N([C@@H](C)CO)C[C@@H]1C	20.2	-3.8
C[C@@H]1CN([C@@H](C)CO)C(=O)c2cc(C#C[C@@H](C)O)cnc2O[C@H]1CN(C)C(=O)Cc1ccncc1	16.8	.
C[C@@H]1CN([C@H](C)CO)C(=O)c2cc(C#CC3CC3)cnc2O[C@H]1CN(C)Cc1ccccc1C(=O)O	-20.5	-0.4
O=C(N[C@H]1C=C[C@H](CC(=O)N2CCOCC2)O[C@H]1CO)c1ccc2c(c1)OCO2	3.3	-0.1
C[C@@H]1CCCCO[C@@H](CN(C)C(=O)Nc2cccc3ccccc23)[C@H](C)CN([C@@H](C)CO)C(=O)c2cc(NC(=O)Cc3ccccc3)ccc2O1	.	2.2
CC(=O)N[C@H]1CC[C@H](CCNC(=O)C2CCC2)O[C@H]1CO	1.7	-0.4
C[C@H]1CN([C@@H](C)CO)C(=O)c2cccc(NS(=O)(=O)c3cccs3)c2O[C@@H]1CN(C)CC1CCCCC1	-4.3	.
C[C@H](CO)N1C[C@H](C)[C@H](CN(C)C(=O)CCC(F)(F)F)OCCCC[C@H](C)Oc2ccc(NC(=O)c3ccccc3)cc2C1=O	.	-1.7
CCO[C@@H]1OC(C(=O)O)=C[C@H](C)[C@H]1CCCO	-4.0	.
COc1ccc(NC(=O)Nc2ccc3c(c2)C(=O)N([C@@H](C)CO)C[C@@H](C)[C@H](CN(C)Cc2ccc(Cl)c(Cl)c2)OCCCC[C@@H](C)O3)cc1	.	2.3
C[C@H]1CN([C@@H](C)CO)C(=O)c2ccccc2-c2ccccc2CO[C@@H]1CN(C)C(=O)Nc1cccc(F)c1	1.3	-8.4
COc1ccc(C#Cc2ccc3c(c2)O[C@@H](CN(C)S(=O)(=O)c2ccccc2F)[C@@H](C)CN([C@H](C)CO)S3(=O)=O)cc1	-12.0	-0.1
Cc1ccccc1-c1nnc(SCC(=O)Nc2ccc(Br)cc2F)n1C	-9.0	-0.2
COc1ccc(CN(C)C[C@H]2Oc3ccc(NC(=O)Cc4ccccc4)cc3C(=O)N([C@H](C)CO)C[C@@H]2C)cc1	-1.9	-0.8
CO[C@@H]1CN(C)C(=O)c2cc(NC(=O)NC3CCCCC3)ccc2OC[C@@H](C)N(CC2CC2)C[C@H]1C	-13.6	0.5
C[C@@H](NC(=O)C[C@@H]1C[C@@H]2c3cc(NC(=O)Nc4ccccc4F)ccc3O[C@@H]2[C@H](CO)O1)c1ccccc1	-13.2	0.3
CCS(=O)(=O)N[C@H]1C=C[C@@H](CC(=O)N2CCCCC2)O[C@@H]1CO	2.7	-0.3
Cc1ccc(-c2ccc3c(c2)O[C@@H](CN(C)C)[C@H](C)CN([C@@H](C)CO)S3(=O)=O)cc1	-10.6	-1.4
Cc1ccnc(NS(=O)(=O)c2ccc(NC(=O)c3cncc(Br)c3)cc2)n1	4.3	-0.1
C[C@@H]1CN([C@@H](C)CO)S(=O)(=O)c2ccc(-c3ccncc3)cc2O[C@H]1CN(C)Cc1cccnc1	3.9	.
CCCNC(=O)Nc1ccc2c(c1)OC[C@H](C)N(CCC)C[C@H](C)[C@@H](OC)CN(C)C2=O	-12.1	0.1
O=C(C[C@H]1C=C[C@H](NC(=O)CC2CC2)[C@H](CO)O1)NCc1ccc(-c2ccccc2)cc1	14.8	0.3
COCC(=O)Nc1ccc2c(c1)OC[C@@H](C)N(C(=O)Cc1cccnc1)C[C@@H](C)[C@H](OC)CN(C)C2=O	7.2	0.2
C[C@@H]1CCCCO[C@H](CN(C)C(=O)c2ccccc2)[C@@H](C)CN([C@@H](C)CO)C(=O)c2cc(NS(=O)(=O)c3cn(C)cn3)ccc2O1	.	1.9
COc1ccc(S(=O)(=O)N(C)C[C@H]2Oc3c(NS(=O)(=O)c4cccs4)cccc3C(=O)N([C@@H](C)CO)C[C@H]2C)cc1	.	2.3
O=C(C[C@H]1C[C@@H]2c3cc(NC(=O)CC4CC4)ccc3O[C@@H]2[C@H](CO)O1)NCc1cccnc1	-11.9	-0.2
COc1cccc(-c2cnc3c(c2)C(=O)N([C@H](C)CO)C[C@H](C)[C@@H](CN(C)CC2CCOCC2)O3)c1	.	-1.1
COc1ccccc1S(=O)(=O)N[C@H]1CC[C@@H](CC(=O)N2CCOCC2)O[C@@H]1CO	-7.2	0.3
C[C@@H]1CN([C@@H](C)CO)C(=O)c2cccc(NC(=O)c3nc4ccccc4s3)c2O[C@H]1CN(C)S(=O)(=O)c1ccccc1	.	-2.4

Arranged by formula weight (rising): six of the compounds above
SMILES	PRC2 inh	IDH1 R132H inh
CCS(=O)(=O)N[C@H]1C=C[C@@H](CC(=O)N2CCCCC2)O[C@@H]1CO	2.7	-0.3
COc1ccccc1S(=O)(=O)N[C@H]1CC[C@@H](CC(=O)N2CCOCC2)O[C@@H]1CO	-7.2	0.3
Cc1ccc(-c2ccc3c(c2)O[C@@H](CN(C)C)[C@H](C)CN([C@@H](C)CO)S3(=O)=O)cc1	-10.6	-1.4
CCCNC(=O)Nc1ccc2c(c1)OC[C@H](C)N(CCC)C[C@H](C)[C@@H](OC)CN(C)C2=O	-12.1	0.1
C[C@@H]1CN([C@@H](C)CO)S(=O)(=O)c2ccc(-c3ccncc3)cc2O[C@H]1CN(C)Cc1cccnc1	3.9	.
C[C@@H]1CCCCO[C@H](CN(C)C(=O)c2ccccc2)[C@@H](C)CN([C@@H](C)CO)C(=O)c2cc(NS(=O)(=O)c3cn(C)cn3)ccc2O1	.	1.9

Not all compounds are listed; the hit share may differ from the screen's.
